HepG2 tox – kills HepG2 cells in TGF-b inhibitor counter-screen; 410,000 compounds, 0.76% hits; HepG2 CAGA-GFP viability, ATP luminescence, 18 h; AID 588856; Potency, µM (highest dose often 46.1 µM), for inactives: top-dose activity change, negative = cytotoxicity, actives largely listed as cytotoxic; note: potency is the fitted concentration of half-maximal effect; some results filed as inactive show a strong effect at the top dose
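CellTiter-Glo luminescence gave cytotoxicity after 18 hours at 37 degrees C. The cells were HepG2 CAGA-GFP in 1% FBS DMEM, stimulated with 500 pg/mL TGF-beta after compound addition. %Activity was normalised to no-cell wells (complete cell-killing) and DMSO (no toxicity), and curves were fitted and classified.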
Nrf2 inh – inhibitors of Nrf2 signaling; A549 ARE-Fluc reporter, luciferase luminescence, 18-24 h; Potency, µM (doses to about 46 µM), inactives show at the highest dose activity change, negative = inhibition, most hits filed as inhibitors; 360,000 compounds, 2.1% hits; note: potency is the fitted concentration of half-maximal effect; % is set by controls: 0 for no effect and ±100 for the full control effect; nearly all actives have a fitted effect of over 60% in size
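Concentration-response testing used A549 ARE_Fluc cells at 5000 cells/well. Following an 18-24 h compound incubation, viability was read by fluorescence (Ex 405/Em 525) and luciferase output by luminescence.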
IL-2 act – IL-2 activation | activation, % (series mostly up to about 46 µM) | 360,000 compounds, 0.065% hits | IL-2 activation reporter assay, cell-based qHTS; stimulated with anti-CD3/CD4/CD28 beads; in transgenic mouse T cells; in the data active = activation above about 50%; inconclusive = mostly about 30% to 49%; note: 0% is about no effect
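First, unstimulated transgenic mouse T cells were exposed to compound for 60 min. Next, anti-CD3/anti-CD4-coated beads with anti-CD28 were added. Finally, after 18 h at 37 degrees C, EGFP and DsRed were imaged.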
EPAC2 agonist – activates human EPAC2 exchange factor; 360,000 compounds, 0.079% hits; Q8WZA2; EPAC2 activation, biochemical qHTS; response scale: 100% = 6.5 mM cAMP response; Potency, µM (top dose mostly 154 µM), for the others: top-dose activation, most hits filed as activators; AID 720711; note: potency is the fitted concentration of half-maximal effect; nearly all actives have a fitted effect of over 50% in size
Target sequence (Q8WZA2 whole entry, looked up): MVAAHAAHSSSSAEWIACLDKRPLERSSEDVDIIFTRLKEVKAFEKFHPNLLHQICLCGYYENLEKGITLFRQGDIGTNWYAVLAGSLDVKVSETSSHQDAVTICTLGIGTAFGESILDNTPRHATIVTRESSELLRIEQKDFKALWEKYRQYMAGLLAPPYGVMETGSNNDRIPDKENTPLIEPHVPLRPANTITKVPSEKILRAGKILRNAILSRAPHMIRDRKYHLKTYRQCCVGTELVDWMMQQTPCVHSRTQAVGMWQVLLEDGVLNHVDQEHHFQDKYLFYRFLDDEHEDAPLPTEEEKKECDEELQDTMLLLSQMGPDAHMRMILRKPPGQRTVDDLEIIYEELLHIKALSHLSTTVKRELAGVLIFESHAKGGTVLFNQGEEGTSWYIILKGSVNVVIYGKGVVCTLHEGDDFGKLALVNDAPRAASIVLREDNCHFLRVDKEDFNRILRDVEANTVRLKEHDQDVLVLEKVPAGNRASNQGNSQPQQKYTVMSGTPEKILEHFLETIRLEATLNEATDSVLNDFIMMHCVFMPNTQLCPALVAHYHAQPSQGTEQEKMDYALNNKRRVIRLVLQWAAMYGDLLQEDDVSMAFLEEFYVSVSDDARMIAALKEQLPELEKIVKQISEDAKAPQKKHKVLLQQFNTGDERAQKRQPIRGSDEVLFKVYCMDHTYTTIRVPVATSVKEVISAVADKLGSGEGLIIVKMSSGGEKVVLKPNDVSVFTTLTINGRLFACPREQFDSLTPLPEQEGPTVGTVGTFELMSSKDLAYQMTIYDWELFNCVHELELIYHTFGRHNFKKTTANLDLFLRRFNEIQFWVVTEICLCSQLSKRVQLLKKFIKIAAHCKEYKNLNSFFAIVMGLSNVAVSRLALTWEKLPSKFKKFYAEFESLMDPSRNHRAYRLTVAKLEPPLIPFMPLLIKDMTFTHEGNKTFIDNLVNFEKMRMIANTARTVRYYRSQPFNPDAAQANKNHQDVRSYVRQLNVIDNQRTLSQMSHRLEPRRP
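Each well held 100 nM EPAC2, 250 nM RAP1B-BODIPY-GDP and 50 uM GDP. Fluorescence, read at 5-min intervals to 30 min, was referenced to a 6.5 mM cAMP positive control.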
A549 viability – counter-screen for Nrf2 inhibitors: cytotoxicity in A549 cells. A549 ARE-Fluc cells, CellTiter-Fluor viability, 18-24 h. 390,000 compounds, 0.16% hits. AID 504648. Potency, µM (series often up to 46 µM), for inactives: at the highest dose activity change, negative = cytotoxicity, usual class: inhibitors; note: potency is the fitted concentration of half-maximal effect; % is set by controls: 0 for no effect and ±100 for the full control effect
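A549 ARE-Fluc cells in 5% FBS OPTI-MEM, 5000 cells/well, rested 2 h then exposed to compounds in concentration-response for 18-24 h at 37 °C. Viability by CellTiter-Fluor fluorescence (Ex 405/Em 525) after 30 min; luciferase luminescence (BugLite, 15 min, RT) read afterwards.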
ATXN viability – viability counter-screen for ATXN expression inhibitors; S2 cells (HEK-293 line with an ATXN2-luciferase reporter) viability, CellTiter-Fluor protease fluorescence, 24 h; Potency, µM (series often up to 56.7 µM), actives largely listed as cytotoxic; 400,000 compounds, 0.49% hits; AID 651635; note: potency is the fitted concentration of half-maximal effect; nearly all actives have a fitted effect of over 40% in size
ATXN2 expr inh – inhibitors of ATXN2 expression; 360,000 compounds, 0.72% hits; HEK-293 ATXN2-luciferase reporter, luminescence, 24 h; Potency, µM (highest dose often 57 µM), inactives show top-dose activity change, negative = inhibition, usual class: inhibitors; note: potency is the fitted concentration of half-maximal effect; % is set by controls: 0 for no effect and ±100 for the full control effect; nearly all actives have a fitted effect of over 55% in size
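ATXN2-luciferase reporter cells (luciferase flanked by upstream and downstream ATXN2 gene portions) were treated 24 h at 37 °C with compounds at up to 57 uM. SteadyGlo luminescence gave expression; GF-AFC fluorescence gave viability.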
Nrf2 activator – Nrf2 pathway activation | AREc32 ARE-luciferase reporter (MCF7-derived line), luminescence, 24 h | Potency, µM (titrated, usually from 46.1 µM), for the others: at the top dose activation, hits mostly activators | 410,000 compounds, 0.31% hits | AID 624171; note: potency is the fitted concentration of half-maximal effect; % of control where 0% means no effect; nearly all actives have a fitted effect of over 65% in size
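Cells of the AREc32 ARE-luciferase line are plated in OPTI-MEM containing 5% FBS and left overnight at 37 deg C. Compounds are pinned in, incubation continues 24 hr, and firefly luciferase signal is then measured.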
TGFb SMAD3 inh – TGF-b pathway inhibition; 410,000 compounds, 1.2% hits; HepG2 CAGA-GFP TGF-b/SMAD3 reporter, GFP fluorescence, 18 h; TGF-beta stimulated, 500 pg/mL final; AID 588855; Potency, µM (doses to about 46.1 µM), inactives show at the highest dose activity, negative = inhibition, usual class: inhibitors; note: potency is the fitted concentration of half-maximal effect; % is set by controls: 0 for no effect and ±100 for the full control effect; nearly all actives have a fitted effect of over 65% in size
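First, reporter cells (HEPG2 CAGA-GFP) rested 2 h at 37 degrees C. Next, compounds were pinned in and TGF-beta added to 500 pg/mL final. After 18 h, GFP was imaged per cell and summed per well.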
The depositor's hits bear a star; i = inactive; ? = inconclusive; . = not tested or not shown; & = joins results of further samples; [ ] = dose if it differs, or a comment. Unless noted, calls come from the whole dose curve; as a rule, active = well fitted curve in the direction sought with a large enough effect; inconclusive = small, poorly fitted or top-dose-only effect, or another doubt; inactive = no such curve, though single readings can be large; an effect the other way counts as inactive or inconclusive.

Molecule	ATXN2 expr inh	IL-2 act	TGFb SMAD3 inh	EPAC2 agonist	ATXN viability	A549 viability	Nrf2 activator	HepG2 tox	Nrf2 inh
CC(=O)c1c(C)n(C)c2ccc(OC(=O)c3ccc([N+](=O)[O-])cc3)cc12	1%	1.1	7%	-2%	i	1%	-0.2%	-1%	8%
O=C(O)CCC(=O)N1N=C(c2ccc(Br)cc2)CC1c1ccc(Br)cc1 (stereo not given)	4%	-2.3	-1%	0%	?	-9%	0.2%	0%	?
CCc1c(C)c2ccc(O)c(CN3CCN(c4ccc(OC)cc4)CC3)c2oc1=O	1%	.	-27%	.	i	7%	-0.8%	-7%	?
O=C(Nc1ccc(S(=O)(=O)NCc2ccco2)cc1)c1ccc2ccccc2n1	0%	2.0	-10%	1%	?	-16%	6.7%	1%	?
O=C(/C=C/c1cccc(F)c1)OCC(=O)N1CCCC1	4%	-0.5	-1%	23%	i	5%	19%	-14%	-3%
COC(=O)CSc1ccc2nnc(CCNS(=O)(=O)c3ccccc3)n2n1	.	-0.2	-8%&12%	2%	i	-2%&8%	0.5%&-0.2%	-7%&-12%	8%&3%
COn1c(-c2ccccc2)nc2ccc(Cl)cc21	39%	-2.8	-4%	10%	i	-10%	20%	-17%	?
Cn1c(C(=O)NCc2ccccc2F)cc2cc(S(=O)(=O)N3CCCCC3)ccc21	.	.	0%	.	.	-3%	0.8%	-34%	.
Cc1ccn(C(=O)c2ccc(NC(=O)CC(C)C)cc2)n1	-12%	-1.6	-11%	5%	i	10%	5.1%	-42%	1%
CCOc1cc2[nH]c(=S)n(CCCC(=O)NCc3ccccn3)c(=O)c2cc1OCC	.	-0.3	19%	-15%	i	0%	-0.1%	1%	-2%
COc1ccc(NS(=O)(=O)c2cccc(C(=O)NCc3ccccn3)c2)cc1	6%	-0.6	3%	2%	i	-20%	-0.7%	1%	-10%
COc1cc(C(Nc2ccc(S(=O)(=O)N3CCC(C)CC3)cc2)C(=O)NCC2CCCO2)cc(OC)c1OC (stereo not given)	-12%	-0.3	0%	3%	i	-2%	-0.3%	2%	0%
Cc1cccn2c(=O)c(C=O)c(NCc3ccccc3)nc12	.	-0.2	-6%	10%	i	13%	14%	-23%	18%
N#C/C(=C/c1ccc(-c2ccc(Br)cc2)o1)C(=O)NC1CCCCC1	-7%	-2.7	-12%	7%	.	-2%	-0.3%	-1%	?
COC(=O)[C@]1(Cc2ccccc2)N[C@H](CN(C)S(=O)(=O)c2ccc(C)cc2)[C@@H]2C(=O)N(Cc3ccccc3)C(=O)[C@@H]21	-6%	-0.2	-7%	-1%	i	2%	1.2%	12%	4%
CCOc1ccc(S(=O)(=O)N2CCN(Cc3ccc4c(c3)OCO4)CC2)cc1Cl	-12%	-2.9	-20%	13%	i	8%	4.3%	0%	1%
Cc1c(NS(=O)(=O)c2ccc(C(C)(C)C)cc2)c(=O)n(-c2ccccc2)n1C	-6%	.	1%	.	i	14%	-0.3%	-3%	-3%
O=[N+]([O-])c1ccc(N2CCN(c3ccccc3Cl)CC2)cn1	-7%	-3.9	-1%	2%	i	?	-0.2%	-2%	?
CCN(Cc1ccccc1)S(=O)(=O)c1ccc2[nH]c3c(c2c1)CCCCC3	?	.	?	.	?	?	2.9%	-36%	?
COC(=O)CC1(c2cccc3ccccc23)C(=O)c2ccccc2C1=O	-18%	-0.8	2%	30%	?	-17%	?	-17%	-13%
O=C(CSc1nc2ccccc2o1)Nc1ccc(N2CCOCC2)c(Cl)c1	81%[activator]	0.1	-19%	19%	?	1%	2.3%	-23%	?
CCNC(=S)NNC(=O)CSc1nc2ccccc2n1C	6%	-1.1	?	14%	i	1%	2.6%	-11%	-8%
COc1ccc(OC)c(NC(=O)CSc2n[nH]c(-c3cccnc3)n2)c1	-2%	-0.6	-20%	9%	i	6%	-0.9%	-1%	?
COc1cccc(CC(=O)OCc2csc(CC(=O)Nc3ccccc3C)n2)c1	.	-0.3	-11%	7%	i	8%	0.0%	-5%	-3%

Complete entries, looked up by structure. Order of screens: ATXN2 expr inh | IL-2 act | TGFb SMAD3 inh | EPAC2 agonist | ATXN viability | A549 viability | Nrf2 activator | HepG2 tox | Nrf2 inh
Record of O=C(CSc1nc2ccccc2o1)Nc1ccc(N2CCOCC2)c(Cl)c1 : 81%[activator] | 0.1 | -19% | 19% | ? | 1% | 2.3% | -23% | ?
Record of Cc1c(NS(=O)(=O)c2ccc(C(C)(C)C)cc2)c(=O)n(-c2ccccc2)n1C : -6% | . | 1% | . | i | 14% | -0.3% | -3% | -3%

Other compounds follow:
Molecule	ATXN2 expr inh	IL-2 act	TGFb SMAD3 inh	EPAC2 agonist	ATXN viability	A549 viability	Nrf2 activator	HepG2 tox	Nrf2 inh
CNS(=O)(=O)c1cn(CC(=O)N(C)Cc2ccccc2)cc1S(=O)(=O)NC	.	-0.8	3%	7%	?	-1%	-0.6%	0%	8%
COc1cccc(NC(=O)C2(C)CCN2Cc2ccc(OC)c3ccccc23)c1 (stereo not given)	12%	-1.0	-28%	7%	i	.	6.7%	-4%	.
COc1ccc(C(=O)NCc2nnc(SCC(=O)Nc3ccc(C)cc3)n2-c2ccccc2)cc1	-5%	.	-10%	.	i	1%	-0.3%	2%	?
COc1ccc(S(=O)(=O)N2CCCCC2)cc1NC(=O)c1ccc(C)cc1	1%	-0.2	-2%	3%	i	0%	-1.4%	1%	-1%
CCS(=O)(=O)Nc1ccc(C2=NN(S(C)(=O)=O)C(c3cccs3)C2)cc1 (stereo not given)	15%	-1.1	16%	5%	i	-1%	2.8%	13%	27%
N#Cc1c(C(F)(F)F)cc(-c2ccccc2)nc1SCC(=O)Nc1sc2c(c1C#N)CCC2	-19%	1.0	-6%	-12%	i	-4%	2.4%	-44%	?
Cc1cc(C)nc(NC(=NCCc2c[nH]c3ccccc23)NC(=O)Nc2ccc(Cl)c(Cl)c2)n1	10%	3.7	-20%	5%	i	-12%	-1.0%	-27%	?
Nc1cc(=O)[nH]c(=O)n1Cc1ccco1	-11%	1.9	-3%	4%	i	-1%	-0.3%	-12%	?
O=C(CNC(=O)c1cccs1)NC1=NCCS1	33%[activator]	-2.1	-5%	4%	i	7%[1.84 µM]	0.1%	0%	?
CCOC(=O)N1CCN(Cc2nc3c(c(=O)n(C)c(=O)n3C)n2Cc2ccccc2C)CC1	2%	0.6	7%	5%	i	8%	-0.1%	-10%	15%
CN1C(=O)CC(N2CCN(C(c3ccccc3)c3ccccc3)CC2)C1=O (stereo not given)	-6%	-0.9	14%	1%	i	2%	-0.3%	5%	-10%
CCOc1ccc(NC(=O)CNC(=O)c2nn(-c3ccc(OC)cc3)c(=O)c3ccccc23)cc1	-20%	2.0	6%	-11%	i	1%	-0.3%	-19%	?
Cc1cc(N2C(=O)C3C4C=CC(C4)C3C2=O)ccc1Br (stereo not given)	-2%	-3.3	2%	-2%	i	-2%	-0.2%	-32%	7%
CC(Oc1ccccc1)C(=O)Nc1nc(-c2ccccn2)cs1 (stereo not given)	?	-0.9	-21%	8%	?	?	2.8%	-22%	?
O=c1[nH]c(N2CCCCCC2)nc2ncn(Cc3ccccc3)c12	-1%	-0.4	-11%	5%	i	0%	0.2%	1%	-27%
COCCNc1nc2nonc2nc1N1CCCC1c1nccs1 (stereo not given)	11%	-0.6	6%	4%	i	10%	2.0%	-4%	26%
NS(=O)(=O)c1ccc(NCc2c(F)cccc2Cl)cc1	8%	-4.3	-1%	10%	i	-4%	3.2%	8%	-28%
CC1CN(C2CCCCC2)c2nc3c(c(=O)n(C)c(=O)n3C)n2C1 (stereo not given)	3%	-0.7	16%	-1%	i	-5%	0.1%	-1%	7%
Cc1cc2nc(C(C)(C)C)c(Cc3ccsc3)n2c(C)c1Br	14%	-1.1	.	11%	i	.	4.8%	.	.
Cc1ccc(S(=O)(=O)N2CCN(CC(=O)N/N=C/c3ccc(C)o3)CC2)cc1	-2%	-1.7	3%	7%	i	0%	-0.3%	6%	2%
CCN1CCN(c2cc(C)c3cc(NC(=S)N4CCOCC4)ccc3n2)CC1	.	-0.2	-1%	1%	i	1%	2.4%	5%	-3%
O=C(CN(CCc1ccccc1)C(=O)CNS(=O)(=O)c1ccccc1)NCC1CCCO1 (stereo not given)	3%	0.1	0%	19%	i	-1%	0.2%	12%	.
Cc1cc(NC(=O)CSc2nc3ccccc3n2CCC#N)no1	.	1.7	7%	7%	i	3%	2.7%	-11%	?
O=C(Nc1nc2ccccc2[nH]1)C12CC3CC(CC(C3)C1)C2	24%	0.4	7%	20%	i	-8%	0.6%	-13%	.
Cc1cccc(OCC(=O)NNC(=O)c2ccc([N+](=O)[O-])cc2)c1	-4%	-0.6	4%	1%	i	3%	0.2%	9%	-1%
O=C(NCc1ccc(Cl)cc1)c1cnc(N2CCCCC2)c2ccccc12	.	.	?	.	.	-1%	0.9%	-18%	.
CCC(C)NC(=O)c1ccc2c(c1)N(Cc1cccc(Cl)c1)C(=O)c1ccccc1S2=O (stereo not given)	.	.	0%	.	.	-8%	4.3%	-7%	.
CCOC(=O)N1CCc2[nH]c3ccc(C)cc3c2C1	-27%	-0.8	7%	13%	.	-1%	8.3%	-18%	-20%
